ssDAF-12 act: S. stercoralis DAF-12 activation, primary screen. 1% of 370,000 active. activation, % at 6.8 µM. HEK293 ssDAF-12/GRIP1 lit1-tk-luc reporter, luminescence; % of 3 µM dafachronic acid response;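 active = activation above the mean over all tested compounds plus 3 SD, cut at about 0.9% in these data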;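 note: 0% = DMSO-only wells and 100% = 3 µM delta7-dafachronic acid wells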
proKLK7 act: activates the human kallikrein-7 zymogen; 0.9% of 370,000 active; purified proKLK7, EDANS-DABCYL substrate fluorescence; 100% is mature enzyme control, 0% vehicle; P49862; AID 652039; activation, % at 7 µM;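 active = activation above the mean of all tested compounds plus 3 SD, computed per campaign excluding outliers beyond control limits, cut at about 13% in these data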
Target sequence (P49862 whole entry, looked up): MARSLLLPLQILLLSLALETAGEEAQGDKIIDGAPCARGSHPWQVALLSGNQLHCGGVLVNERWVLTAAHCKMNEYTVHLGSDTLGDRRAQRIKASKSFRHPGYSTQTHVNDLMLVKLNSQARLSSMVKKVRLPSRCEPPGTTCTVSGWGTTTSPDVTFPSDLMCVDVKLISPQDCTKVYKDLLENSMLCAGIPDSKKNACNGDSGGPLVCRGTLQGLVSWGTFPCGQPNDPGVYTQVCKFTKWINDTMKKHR
DAX1 inh-1: inhibitors of DAX1 repression of SF-1 activated StAR promoter; HEK293T StAR-luciferase reporter, SF-1/DAX-1 repression relief; inhibition, % at 6.8 µM; 1.1% of 370,000 active; AID 652010;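 active = inhibition above the mean over all tested compounds plus 3 SD, cut at about 3.6% in these data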;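 note: 0% = DAX-1 cells with DMSO and 100% = cells lacking DAX-1 with DMSO; higher inhibition means more luminescence from relief of DAX-1 repression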
NPR1 activator: GC-A (human) enzyme activation | P16066 | HEK293 GC-A cells, cGMP TR-FRET, EC30 ANP; 0% at EC30 ANP, 100% saturating ANP | activation, % at 10 µM | 0.14% of 370,000 active | AID 1671463; in the data active = activation above about 40%
SMARCA2 activ: activators of SMARCA2 function. activation, % at 9.1 µM. 1% of 370,000 active. MG213 cells, MMTV-luciferase reporter, dexamethasone, overnight; in the data active = activation above about 7.8%;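 note: 0% = vehicle wells and 100% = reference activator wells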
FXN GAA850 act: frataxin GAA850 promoter activation; HEK293 lucGAA850 FXN promoter luciferase reporter, 24 h; percent of 10 µM SAHA response; activation, % at 6 µM; 0.56% of 360,000 active; AID 540364;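 active = activation above the average of all compounds screened plus 3 SD, cutoff fixed separately per campaign, cut at about 7.5% in these data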;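 note: 0% = DMSO wells and 100% = 10 µM SAHA wells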
NPR2 activator: GC-B (human) receptor activation. P20594. HEK293-GC-B cells, CNP EC30, cGMP TR-FRET; 0% at EC30 CNP, 100% saturating CNP. activation, % at 10 µM. 0.11% of 370,000 active;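 active = activation at 10 µM reaching about 35% in either raw or pattern-adjusted values, limit read from the data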
hcDAF-12 act: activators of H. contortus DAF-12 nuclear receptor; HEK293 hcDAF-12 lit1-tk-luc reporter, luminescence; 0% DMSO, 100% Δ7-dafachronic acid; AID 652067; activation, % at 6.8 µM; 1.4% of 370,000 active;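 active = activation above the mean of all tested compounds plus 3 SD, cut at about 5.5% in these data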;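 note: 100% = response to 3 µM Δ7-dafachronic acid high control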
hgDAF-12 ag: activates the H. glycines DAF-12 receptor ligand-binding domain | AID 687014 | activation, % at 6.8 µM | HEK293 GAL4-hgDAF12 UAS-luciferase reporter, agonist luminescence; normalized to butyrate control | 1.8% of 370,000 active;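 active = activation above a cutoff set at the mean of all screened compounds plus 3 SD, cut at about 10% in these data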;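 note: 0% = DMSO wells and 100% = sodium butyrate wells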
sPLA2-III inh: Blocks human group III sPLA2 activity; QFRET BODIPY PC-A2 liposome hydrolysis, fluorescence; inhibition, % at 12.2 µM; 0.56% of 370,000 active;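 active = inhibition above mean plus 3 SD of compounds lying within the high and low control bounds, cut at about 19% in these data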;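 note: 0% = median of test compound wells and 100% = no enzyme DMSO wells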
Target sequence (Q9NZ20 whole entry, looked up): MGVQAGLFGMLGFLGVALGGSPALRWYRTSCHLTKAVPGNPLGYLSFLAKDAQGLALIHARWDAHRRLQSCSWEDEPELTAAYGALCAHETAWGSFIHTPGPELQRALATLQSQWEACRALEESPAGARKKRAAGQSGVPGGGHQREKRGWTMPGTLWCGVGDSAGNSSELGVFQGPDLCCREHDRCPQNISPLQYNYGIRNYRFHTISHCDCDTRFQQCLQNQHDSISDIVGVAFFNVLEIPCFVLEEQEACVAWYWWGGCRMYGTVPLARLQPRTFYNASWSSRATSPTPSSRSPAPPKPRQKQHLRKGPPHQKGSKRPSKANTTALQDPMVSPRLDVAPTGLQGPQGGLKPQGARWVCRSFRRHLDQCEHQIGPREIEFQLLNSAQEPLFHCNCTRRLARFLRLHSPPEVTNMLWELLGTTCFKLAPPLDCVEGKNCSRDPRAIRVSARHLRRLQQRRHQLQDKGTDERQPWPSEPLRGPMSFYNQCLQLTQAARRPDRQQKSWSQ
DAX1 inh-2: inhibitors of human orphan nuclear receptor DAX1 (NR0B1); HEK293 Gal4-DAX1 luciferase reporter, luminescence; inhibition, % at 6.75 µM; 0.99% of 340,000 active; AID 504766;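 active = inhibition above the mean over all tested compounds plus 3 SD, cut at about 4.2% in these data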;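 note: 0% = DAX1-transfected cells with DMSO and 100% = empty-vector control cells with DMSO; inhibition shows as a rise in luminescence from relieved DAX1 repression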
Target sequence (P51843 207-470 limits assumed): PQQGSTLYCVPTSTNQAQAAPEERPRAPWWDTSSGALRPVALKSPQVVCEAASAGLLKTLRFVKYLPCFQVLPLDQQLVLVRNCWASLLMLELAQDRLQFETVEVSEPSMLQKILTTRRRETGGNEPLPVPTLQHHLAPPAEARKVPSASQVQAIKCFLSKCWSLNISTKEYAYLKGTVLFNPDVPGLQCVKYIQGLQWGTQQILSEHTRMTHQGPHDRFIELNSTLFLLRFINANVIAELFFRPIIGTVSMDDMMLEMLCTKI
* marks the source's active call; other numbers are inactive results; . = no result given.

SMILES	ssDAF-12 act	proKLK7 act	DAX1 inh-1	NPR1 activator	SMARCA2 activ	FXN GAA850 act	NPR2 activator	hcDAF-12 act	hgDAF-12 ag	sPLA2-III inh	DAX1 inh-2
Cn1cc(Br)cc2nc(C(F)(F)F)nc1-2	-1.1	0.5	-0.6	4	2	-0.6	4	-1.6	0.2	4	2.0
CCc1nc2c(OCCC3CCCCC3)cccn2c1N(C)C(=O)COc1ccccc1	-1.9	0.3	-1.1	-5	-1	-0.5	-3	-1.5	1.4	-1	.
Cc1ccc(OCCCc2c(C)n[nH]c2C)cc1	-1.8	-0.4	-1.3	1	-4	1.8	-2	-1.6	-4.5	-4	-2.2
Cc1ccc(-c2cccc(-c3cc(=O)oc4ccc(C(C)(C)C)cc34)c2)cc1	-1.1	0.0	-0.6	2	5	2.8	5	0.5	-0.8	8	-0.6
O=C(c1ccco1)N1CCC(c2nc3c(nnn3Cc3ccc(F)cc3)c(=O)[nH]2)CC1	-0.5	0.0	-0.5	2	-1	0.3	-2	-1.6	-1.1	-1	-0.1
CCOc1ccccc1N1CCN(C(=O)c2ccncc2)CC1	-1.1	0.7	-0.3	6	1	1.8	6	-0.9	1.4	-4	-0.6
CCOC(=O)[C@]12CCC=C1N(Cc1cccc3ccccc13)C(=O)[C@H](CC(=O)NCCc1ccccc1OC)C2	-0.6	0.4	-1.0	1	-7	.	0	-1.0	-2.0	-14	.
O=C(Nc1c(Cl)cccc1Cl)C1CCN(C(=O)c2cccs2)CC1	-1.5	-0.5	0.2	3	2	2.6	-1	-0.7	-0.6	1	1.6
CC(C)(C)c1ccc(CC(=O)N2CCC2(C)C(=O)NS(=O)(=O)c2ccccc2Cl)cc1 (configuration not stated)	-1.2	-0.3	0.9	-1	-3	0.0	3	-0.1	4.4	-13	.
Cc1nn(C)c(C(=O)NC(=S)Nc2ccccc2Br)c1Cl	0.3	0.1	2.0	0	7	2.5	0	4.0	2.0	17	-0.4
O=c1cc(-c2ccccc2)[nH]n1-c1nc2ccccc2s1	0.1	0.7	1.5	-1	0	1.6	-4	3.8	3.3	-8	0.7
Cn1c(SCC(=O)Nc2ccccc2F)nnc1-c1ccc(S(=O)(=O)N2CCOCC2)cc1	-0.9	0.3	-0.6	3	-2	-0.5	-3	-1.4	1.2	5	0.5
O=C(Nc1nccs1)c1ccccn1	-0.6	0.1	2.0	-3	2	3.7	-3	-1.2	4.5	0	3.5
COCCCN1C(=O)C(CC(=O)NCCN2CCOCC2)CC(C(=O)N(C(C)C)C(C)C)=C1C (configuration not stated)	-1.2	-0.6	0.4	2	7	.	-1	-0.8	-0.4	5	.
O=c1[nH]c(=O)n(Cc2ccccc2)c2nc(-c3cccs3)n(CCO)c12	-1.4	-1.3	0.0	23	3	.	32	-0.6	-0.2	-3	.
CC(C)(C)C1CCc2c(sc(NC(=O)c3cc(C4CC4)on3)c2C#N)C1 (configuration not stated)	-0.3	0.8	0.5	-3	0	-0.5	0	-0.5	-1.4	2	-0.5
O=c1[nH]c(O)c(/C=C2\C=Nc3ccccc32)[nH]1	-1.0	0.2	0.1	-8	2	3.6	-10	2.0	4.5	3	-1.0
COC(=O)[C@]12C[C@H](CC(=O)NCCCN3CCCC3=O)C(=O)N(CCC3=CCCCC3)C1=C[C@H](C(C)(C)C)O[C@@H]2C	-1.4	0.3	-0.5	-6	-5	.	-1	2.4	-0.8	1	.
CN(C)c1ccc(-c2ccccc2)nn1	0.4	0.1	3.8*	2	3	1.8	-3	2.8	8.2	1	1.3
Cc1ccc(S(=O)(=O)N(C)c2ccccc2C(=O)N2CCOCC2)cc1	-1.1	0.2	0.1	2	0	1.0	1	-0.9	2.1	4	-0.2
CC(C)(C(=O)c1ccccc1)/[N+]([O-])=C/c1ccc(F)cc1	-1.2	0.2	-0.3	1	9.8*	-0.2	2	-1.9	3.9	8	1.8
CC(C)n1cc(CN2CCC(C(=O)Nc3cccc(-c4cccc(Cl)c4)c3)CC2)cn1	0.1	0.2	-0.6	-2	-7	-0.9	-2	0.0	-1.0	-30	0.0
COc1ccccc1NC(=O)C(C)Sc1nnnn1C (configuration not stated)	-0.8	0.6	-0.2	0	3	0.9	-4	-0.7	-3.6	6	-0.6
Cc1ccc2cccc(NC(=S)NC(=O)c3ccn(C)n3)c2n1	-1.1	1.3	-1.7	1	1	2.9	-3	2.3	-0.5	6	-1.3
CCNC(=S)NNc1nnc(-c2ccccc2)c(-c2ccccc2)n1	-0.8	0.3	-0.5	-1	5	1.4	5	-0.6	-0.6	24*	-0.3
CC(Oc1ccc(Br)cc1)C(=O)NNC(=O)CCN1CCN(c2ccccc2)CC1 (configuration not stated)	-1.0	0.4	-0.3	-1	-2	0.2	-4	1.1	-2.1	-3	-0.8
Cn1c(=O)c2c(SCc3ccccn3)nc(C3CC3)nc2n(C)c1=O	-0.3	-0.5	0.6	8	-3	4.8	-4	1.1	-0.5	-2	1.3
CCCCN1C(N)=NC[C@@H]1CCCCN	-0.9	0.9	-0.5	-1	0	-0.3	0	-1.2	-0.1	8	-0.3
O=C(/C=C/NNC(=O)c1ccccc1)c1ccc(Br)cc1	-0.5	-2.1	1.0	9	2	0.9	-4	1.3	6.5	-12	2.6
CCOc1ccccc1N1CCN(C(=O)c2ccc(S(=O)(=O)Nc3ccccc3)cc2)CC1	-2.1	-0.1	-3.2	-3	-3	-0.5	1	-1.8	-2.5	-36	0.0
COc1ccc(C2CCCCCN2Cc2nc3ccccc3c(=O)n2CC(N)=O)cc1 (configuration not stated)	-0.8	0.0	0.6	0	-3	-2.5	-10	-0.9	-3.2	5	1.9
CCOc1ccccc1NC(=O)c1cccc(NC(=O)C2CCCC2)c1	-1.8	0.1	-0.6	-7	-4	-1.7	0	-3.1	-1.4	-8	-0.4
Cc1nc(/C(N)=N/OC(=O)c2ccccc2Cl)c(C(F)(F)F)o1	-0.3	-0.1	0.2	5	-2	-0.3	4	1.4	0.6	-2	1.8
CC1(c2cccc(N)c2)OCCO1	-1.1	0.7	0.7	0	-3	0.8	7	-0.8	-1.5	6	0.7
COc1ccc2cc3cc(C(=O)NCc4cccs4)oc3nc2c1	-1.5	-69	-0.1	.	1	1.3	.	-1.6	-0.2	1	-2.1
Fc1ccc(-n2cc(-c3ccccc3)c3c(NN4CCOCC4)ncnc32)cc1	-1.2	0.2	-0.5	-38	-2	5.0	-17	-1.5	-3.8	-1	-2.1

An excerpt from above, limited to hcDAF-12 act and DAX1 inh-2.
SMILES	hcDAF-12 act	DAX1 inh-2
CCOc1ccccc1N1CCN(C(=O)c2ccc(S(=O)(=O)Nc3ccccc3)cc2)CC1	-1.8	0.0
CCOc1ccccc1NC(=O)c1cccc(NC(=O)C2CCCC2)c1	-3.1	-0.4

More records:
SMILES	ssDAF-12 act	proKLK7 act	DAX1 inh-1	NPR1 activator	SMARCA2 activ	FXN GAA850 act	NPR2 activator	hcDAF-12 act	hgDAF-12 ag	sPLA2-III inh	DAX1 inh-2
C[C@H](CO)N1C[C@H](C)[C@@H](CN(C)S(=O)(=O)c2cccs2)Oc2ccc(NC(=O)C3CC3)cc2C1=O	-1.0	-0.4	-1.1	3	-5	-3.0	3	-1.0	0.2	0	-0.8
Cc1ccc(-n2ncc3c(=O)[nH]c(SCC(=O)N4CC(=O)Nc5ccccc54)nc32)cc1	-1.7	-0.4	0.1	-6	0	-1.6	-2	0.1	-1.1	-1	0.7
O=C(c1ccc(F)cc1)C1CCN(C(=O)c2c(F)cccc2F)CC1	-1.6	0.2	-0.3	-2	-1	-0.6	-4	-0.1	-0.4	4	1.4
Cc1cc(C(=O)OCC(=O)NCCC(C)C)c2ccccc2n1	-1.4	-1.1	-1.0	-3	-4	1.7	-3	-1.5	1.5	6	1.4
Cc1cccc(C)c1OCC(=O)NCC1COc2ccccc2O1 (configuration not stated)	-0.7	-0.1	-0.2	1	-3	0.1	-5	-1.8	-2.6	12	0.6
Cc1cccc(N(CC(=O)N/N=C/c2ccccc2C(=O)O)S(C)(=O)=O)c1C	-1.6	-0.4	0.8	6	-4	-1.1	1	-1.7	0.3	4	0.3
Cc1ccc2c3c1C(=O)C(=O)N3C(C)(C)CC2C (configuration not stated)	-1.9	0.2	0.6	-1	-2	3.0	-4	-1.3	1.2	4	-0.6
Cc1ccc(NC(=O)c2nc[nH]c2C(=O)NC2CCN(C(=O)OC(C)(C)C)CC2)cc1	-1.2	0.1	-0.7	-6	0	-0.4	-4	-0.1	-1.4	1	0.4
COc1cccc(CNC(=O)c2ccc(Cl)c(S(=O)(=O)N3CCOCC3)c2)c1	-1.4	-0.1	-2.0	1	-2	0.5	1	-0.7	0.7	5	-0.9
CCc1noc(C)c1C(=O)OCC(=O)N(C)c1c(N)n(Cc2ccccc2)c(=O)[nH]c1=O	-0.5	-0.4	0.4	4	-1	2.4	0	0.2	-1.1	4	-0.1
O=C(Cc1c(F)cccc1Cl)N(Cc1ccccc1)c1ccccn1	-1.6	0.4	-0.7	-13	-3	0.8	-9	-2.0	-2.4	-7	0.2
NNc1nc2sc3c(c2c(=O)[nH]1)CCc1ccccc1-3	-0.1	-1.9	0.1	-5	0	2.7	1	0.5	0.5	10	-0.2
COc1ccc(CCNC(=O)C(C)SCc2ccccc2)cc1 (configuration not stated)	-0.8	0.4	-0.2	-1	-2	1.4	-2	-0.9	2.7	0	0.9
COc1cc(OC)c2c(c1)OC(=O)CC2c1ccc(C)cc1 (configuration not stated)	-0.7	0.2	-0.8	0	5	-1.9	-8	-1.5	-0.9	-4	-0.5
CSc1nnc(C)c(=O)n1COC(=O)COc1ccccc1F	-0.9	0.0	-0.2	-3	-4	0.5	-6	-1.9	1.1	9	-0.2
CCS(=O)(=O)N1CCC(C(=O)NCCCN2CCCCCC2)CC1	-1.1	-0.8	1.1	-2	0	4.5	1	-0.6	-0.8	7	-0.1
Cn1c(CC(=O)Nc2ccccc2)nnc1SCCOc1ccccc1	-0.8	-0.3	1.5	0	1	1.0	0	1.9	0.8	4	0.8
CCOC(=O)C1CCCN(Cc2ccccc2OCC)C1 (configuration not stated)	-1.9	0.6	-0.5	-5	-1	1.2	6	0.2	-1.3	0	-0.2
COc1cc(C#CC#CCN2CCCCC2)ccc1O	-1.5	-0.1	-0.3	-3	3	4.9	-6	0.4	2.6	-22	0.5
COc1ccc(-n2nc3cc(N)c(Br)cc3n2)cc1	1.2*	-1.5	2.5	7	3	3.2	-10	13*	13*	-5	5.8*
N=C1C(c2nc3ccccc3s2)=C(O)CN1C1CCCCC1	-1.1	0.5	1.1	54*	3	1.2	-6	0.2	6.1	-2	0.9
CSc1cccc(NC(=S)NCCCO)c1	-0.6	-0.3	-0.4	4	0	2.8	-2	-0.6	1.7	1	0.0
O=C(c1ccc(Cl)cc1)N1CCN(CCc2ccccn2)CC1	-0.7	0.3	0.1	0	-2	-0.9	2	-1.7	0.8	5	-0.2

Assay outcomes (PubChem BioAssay)
